Screening data as filed in PubChem BioAssay.
SENP6 inh: blocks the human protease SENP6; 330,000 tested, 1.8% active; AID 2599; Recombinant SENP6 catalytic domain, aminoluciferin luminescence; inhibition, % at 10 µM; Q9GZR1;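 active = inhibition above about 50% at the single tested dose, limit read from the data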;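 also: plate controls were DMSO wells with enzyme for no effect and DMSO wells lacking enzyme for full effect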
Target sequence (Q9GZR1 628-1112 limits assumed): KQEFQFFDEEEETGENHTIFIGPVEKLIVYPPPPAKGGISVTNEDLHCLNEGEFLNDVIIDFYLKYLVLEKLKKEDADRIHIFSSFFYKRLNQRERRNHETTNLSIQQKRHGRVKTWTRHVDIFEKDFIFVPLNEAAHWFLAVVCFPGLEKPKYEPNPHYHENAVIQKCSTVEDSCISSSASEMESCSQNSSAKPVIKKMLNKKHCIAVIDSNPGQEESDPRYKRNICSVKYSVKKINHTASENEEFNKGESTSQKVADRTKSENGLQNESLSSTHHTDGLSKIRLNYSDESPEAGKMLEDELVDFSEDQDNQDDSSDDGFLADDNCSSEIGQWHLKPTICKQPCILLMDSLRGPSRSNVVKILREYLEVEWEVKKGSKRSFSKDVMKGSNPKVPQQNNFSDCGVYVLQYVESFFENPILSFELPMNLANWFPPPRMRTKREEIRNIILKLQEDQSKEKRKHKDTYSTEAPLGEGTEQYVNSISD
ATG4B inh: blocks human ATG4B protease cleavage of LC3 substrate; Q9Y4P1; inhibition, % at 8.33 µM; ATG4B cleavage of LC3-PLA2, NBD-HPC fluorescence, 1 h; 340,000 tested, 0.51% active; in the data active = inhibition above about 40%
Target sequence (Q9Y4P1 whole entry, looked up): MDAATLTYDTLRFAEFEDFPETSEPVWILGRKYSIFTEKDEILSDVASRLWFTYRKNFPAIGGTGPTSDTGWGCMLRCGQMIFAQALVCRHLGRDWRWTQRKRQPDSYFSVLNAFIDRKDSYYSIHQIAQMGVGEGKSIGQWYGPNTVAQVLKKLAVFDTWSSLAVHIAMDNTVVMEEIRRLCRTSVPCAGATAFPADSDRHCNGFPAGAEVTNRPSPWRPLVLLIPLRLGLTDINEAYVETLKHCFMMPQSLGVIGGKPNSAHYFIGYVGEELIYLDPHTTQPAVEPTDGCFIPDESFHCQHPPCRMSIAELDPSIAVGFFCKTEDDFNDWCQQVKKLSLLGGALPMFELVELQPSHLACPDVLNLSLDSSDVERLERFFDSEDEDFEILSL
HKDC1 inh: HKDC1 (human) hexokinase inhibition | Q2TB90 | recombinant HKDC1, G6PDH/diaphorase resazurin coupled fluorescence | inhibition, % at 20 µM | 340,000 tested, 0.16% active;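 active = inhibition above about 35% when tested at 20 µM, limit read from the data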;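 also: plate controls were DMSO wells with enzyme for no effect and DMSO wells lacking enzyme for full effect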
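Material – in-house recombinant HK5 (HKDC1) enzyme · Quantity – HKDC1 at 5 µg/mL · Buffer or medium – pH 8.0 Tris buffer with 10 mM MgCl2 · Reagent – glucose with 1 mM ATP · Dosing – single 20 µM dose · Times – reaction time 90 min, room temperature, protected from light · Technique – resorufin fluorescence at 613 nm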
MPTP inh: blocks calcium-induced mitochondrial swelling | isolated mouse mitochondria, Ca2+ swelling absorbance, 30 min | inhibition, % at 10 µM | 360,000 tested, 1.4% active;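 active = inhibition of 50% or more, scaled per plate between neutral and stimulator controls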;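 also: 0% = DMSO wells given calcium and 100% = 1 mM EGTA wells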
PfG6PD inh: PfG6PD (Plasmodium falciparum) enzyme inhibition; PfGluPho enzyme, NADPH resazurin-diaphorase fluorescence; 350,000 tested, 0.78% active; inhibition, % at 20 µM;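 active = inhibition reaching at least a set limit at 20 µM in the primary screen, cut at about 59% in these data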;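 also: 0% = DMSO wells with substrate and 100% = DMSO wells lacking glucose-6-phosphate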
SENP7 inh: SENP7 protease inhibition; recombinant SENP7, Z-RLRGG-aminoluciferin luminescence, 40 min; AID 434973; Q9BQF6; 330,000 tested, 1.5% active; inhibition, % at 5 µM;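 active = inhibition above about 50% at the single test dose, limit read from the data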;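 also: plate controls were DMSO with enzyme for no effect and no enzyme buffer wells for full effect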
GRIN3A LBD mod: modulates the human NR3A ligand-binding domain; Tm shift relative to glycine control, % at 25 µM; NR3A LBD differential scanning fluorimetry, Tm shift; 0% = protein alone, 100% = glycine-bound protein; 340,000 tested, 2.5% active;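 active = melting temperature shift of at least 10% of the positive control shift, at one fixed dose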
SENP8 inh: inhibitors of human SENP8 protease; recombinant SENP8, Nedd8 substrate fluorescence; 360,000 tested, 0.64% active; Q96LD8; inhibition, % at 20 µM; in the data active = inhibition mostly above about 40%, no sharp cut-off; inactive = mostly below about 27%
Target sequence (Q96LD8 whole entry, looked up): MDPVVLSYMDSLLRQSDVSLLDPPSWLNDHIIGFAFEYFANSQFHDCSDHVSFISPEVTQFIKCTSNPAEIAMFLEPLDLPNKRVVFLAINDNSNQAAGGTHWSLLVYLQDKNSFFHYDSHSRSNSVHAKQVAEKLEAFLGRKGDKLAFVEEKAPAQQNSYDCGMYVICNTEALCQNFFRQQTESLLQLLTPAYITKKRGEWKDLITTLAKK
An asterisk follows results filed as active; i = inactive; nt = no result given.

structure	MPTP inh	GRIN3A LBD mod	ATG4B inh	PfG6PD inh	SENP7 inh	SENP8 inh	SENP6 inh	HKDC1 inh
CC(c1nnc(SCC(=O)Nc2cc([N+](=O)[O-])ccc2F)n1Cc1ccccc1)N(C)C (stereo not drawn)	1.9	-1	-15	16	1	13	3	-4
Cc1cc(C)nc(SCc2csc(N)n2)n1	-1.1	7	-3	15	2	6	16	2
COc1ccccc1C(=O)Nc1ccc(-c2nnn(CC(=O)NCc3ccco3)n2)cc1	-0.5	1	-5	3	5	-448	-33	-3
O=S(=O)(NCc1nc2ccccc2[nH]1)c1ccccc1	-0.1	1	-9	-3	-2	3	3	-5
CCc1ccc(N(C(C)=O)c2nc(CCl)cs2)cc1	-2.6	0	2	-3	1	6	-19	1
Cc1cc(C(=O)N/N=C/c2ccco2)c2ccccc2n1	-1.3	-5	-4	-5	6	11	1	-10
Cc1nc2sc(C)c(C)c2c(=O)[nH]1	-0.5	2	-14	-4	6	16	10	-2
COCCCn1c(C(=O)NCCN2CCOCC2)cc2c(=O)n3ccccc3nc21	-0.1	-5	-4	2	-3	-387	2	7
O=C(Cc1ccc(S(=O)(=O)N2CCOCC2)s1)Nc1ccccc1N1CCOCC1	0.2	-1	-5	4	6	5	26	-6
NCCCn1c(C(=O)c2cc(Cl)c(N)c(Cl)c2)c2ccc(C(F)(F)F)cc2[n+]1[O-]	1.3	4	-2	17	9	13	-27	4
CCN(CCCNC(=O)c1ccc2c(c1)NC(=O)CN2C)c1cccc(C)c1	-1.4	-2	-15	37	1	-7	-2	5
O=S(=O)(c1ccccc1)C1(S(=O)(=O)c2ccccc2)CCCC1	0.5	0	-10	20	-1	0	-19	1
COC(=O)c1cccnc1-n1c(=O)c2cccnc2n(Cc2cccc([N+](=O)[O-])c2)c1=O	4.3	1	-2	-9	3	15	-11	-6
CC(C)Nc1nc(Oc2ccc(Cl)cc2Cl)cc(C(F)(F)F)n1	-0.5	4	0	-14	-4	-11	-5	3
O=C(O)CCCC(=O)NNC(=O)c1cccc(Br)c1	-1.3	1	-3	10	-1	0	-3	-10
COc1ccc(CNC(=O)CCCn2ncn3c(cc4occc43)c2=O)cc1	-0.1	1	0	8	9	1	11	-3
Cc1n[nH]c(C)c1N=Nc1cc(Cl)ccc1Cl	6.1	3	-14	13	0	33	-3	-1
CC1(C)Cc2ccccc2-c2nnc(SCc3ccc(C#N)cc3)n21	5.8	-1	13	-1	6	23	22	-6
CC(C)NC(=S)NN=C1CCCCCCCCCCC1	5.6	2	-4	7	6	9	5	-2
CCOC(=O)COc1ccccc1/C=C1/NC(=O)NC1=O	-0.2	-3	-6	-2	-11	-136	-12	-4
COc1ccc(/C=N/NC(=O)CSCc2ccc([N+](=O)[O-])cc2)cc1OC	0.1	-1	-9	18	1	20	-7	0
O=C(OCc1ccco1)c1cccnc1	-0.3	0	-8	1	9	8	0	-5
COC(=O)c1sc(N2C(=O)C(O)=C(C(=O)c3ccc(C)o3)C2c2ccco2)nc1C (stereo not drawn)	-0.4	-1	0	-23	18	-63	-6	19
CCOC(=O)C1CCCN(C(=O)C(=O)Nc2ccc3nc4n(c(=O)c3c2)CCCCC4)C1 (stereo not drawn)	-0.4	-3	-2	-2	-8	8	0	1
CC(C)(C)N=C1NN=C(c2ccc(S(=O)(=O)N3CCCCC3)cc2)CS1	-0.3	-1	3	19	-8	i	15	-67

Another view of some results above:
O=C(Cc1ccc(S(=O)(=O)N2CCOCC2)s1)Nc1ccccc1N1CCOCC1
- MPTP inh = 0.2
- GRIN3A LBD mod = -1
- ATG4B inh = -5
- PfG6PD inh = 4
- SENP7 inh = 6
- SENP8 inh = 5
- SENP6 inh = 26
- HKDC1 inh = -6

NCCCn1c(C(=O)c2cc(Cl)c(N)c(Cl)c2)c2ccc(C(F)(F)F)cc2[n+]1[O-]
- MPTP inh = 1.3
- GRIN3A LBD mod = 4
- ATG4B inh = -2
- PfG6PD inh = 17
- SENP7 inh = 9
- SENP8 inh = 13
- SENP6 inh = -27
- HKDC1 inh = 4

CCN(CCCNC(=O)c1ccc2c(c1)NC(=O)CN2C)c1cccc(C)c1
- MPTP inh = -1.4
- GRIN3A LBD mod = -2
- ATG4B inh = -15
- PfG6PD inh = 37
- SENP7 inh = 1
- SENP8 inh = -7
- SENP6 inh = -2
- HKDC1 inh = 5

O=S(=O)(c1ccccc1)C1(S(=O)(=O)c2ccccc2)CCCC1
- MPTP inh = 0.5
- GRIN3A LBD mod = 0
- ATG4B inh = -10
- PfG6PD inh = 20
- SENP7 inh = -1
- SENP8 inh = 0
- SENP6 inh = -19
- HKDC1 inh = 1

The list goes on.
structure	MPTP inh	GRIN3A LBD mod	ATG4B inh	PfG6PD inh	SENP7 inh	SENP8 inh	SENP6 inh	HKDC1 inh
COc1cc(C)ccc1OCCOCCOc1ccc(C)cc1[N+](=O)[O-]	0.3	7	-6	-5	4	15	-25	-4
NC(=O)c1ccccc1OC1CCC1	-0.9	2	0	8	-4	16	-11	1
CCCc1cc(=O)oc2cc(C)cc(OCC(=O)NC3CC3)c12	-0.6	0	5	9	1	-288	5	-8
Cc1cccnc1NC(=S)NC(=O)c1oc2ccccc2c1C	-1.0	-2	6	-11	8	-155	79*	8
COc1cc(Cl)c(S(=O)(=O)NCc2cccnc2)cc1Cl	-0.5	-2	-9	16	-3	8	-2	-8
CN(CP(=O)(O)CN(C)S(C)(=O)=O)S(C)(=O)=O	11	-1	-3	-18	-7	16	3	-7
Cc1cccc(NC(=O)CCCNC(=O)c2ccc(Cl)cc2)n1	-1.1	1	-1	10	-1	4	5	-6
C=CCN=C1NN=C(c2cc(C)n(CCOC)c2C)CS1	0.7	-16	6	-15	-1	21	32	-14
CC(C)c1ccc(NC(=O)c2ccc3snnc3c2)cc1	2.0	0	-4	31	-6	9	-16	-6
CC(C)(O)c1cc(=O)sc2nc3ccccc3n12	1.7	0	2	3	29	17	39	0
Cc1cccc(N2CCN(C(C)C(=O)N3CCc4ccccc43)CC2)c1C (stereo not drawn)	0.1	4	10	-2	-2	3	0	-3
CSCCC(NS(=O)(=O)c1ccc(Cl)cc1)C(=O)OCC(=O)N1CCOCC1 (stereo not drawn)	-1.2	0	-6	-8	-5	3	-10	-1
COc1ccc(S(=O)(=O)N(CCc2ccccc2)CC(=O)O)cc1	2.0	-6	0	-30	12	32	-8	2
COc1ccccc1NC(=O)COc1ccc(C(=O)NCC2CCCO2)cc1OC (stereo not drawn)	-0.4	2	-3	2	3	3	4	-5
O=C(Nc1cccc2c1CCCC2)c1ccc(Cl)c([N+](=O)[O-])c1	0.6	-12	22	12	7	10	-6	-10
COC(=O)c1ccc(CSC2=NC[C@@H]3[C@@H]4C(=O)N(C)C(=O)[C@@H]4[C@](C)(C(=O)OC)N23)cc1	1.1	0	-10	22	1	3	nt	-6
CC(C)(C)[C@H]1COC(=O)[C@@H](Cc2ccc(F)cc2)C/C=C\C[C@@H](CC(=O)N[C@H](CO)Cc2ccccc2)C(=O)N1	-2.2	2	-9	0	12	-2	0	3
COc1ccc(/C=N/NC(=O)c2ccncc2)cc1CN1CCN(c2ccc(F)cc2)CC1	-0.1	-2	-11	9	-7	-13	24	1
CCOC(=O)C1CCN(C(=O)c2ccc(Oc3cc(Cl)cc(Cl)c3)o2)CC1	5.3	5	-6	13	-11	27	-30	2
O=C(Nc1ccccc1OC(F)F)c1oc2ccccc2c1COc1ccccc1	3.2	-11	9	-10	-5	-68	-27	6
O=[N+]([O-])c1ccc(NN=C(c2ccccc2)c2ccccc2)nc1	2.7	-1	21	13	nt	-75	nt	-3
CCCCCOC(=O)CSc1nc2c(c(=O)[nH]c(=O)n2C)n1Cc1ccc(Cl)cc1	-3.5	-4	-13	18	10	20	-6	-1
CCOc1ccccc1NC(=O)C1CCCN1C(=O)c1cccs1 (stereo not drawn)	-1.0	2	-5	5	14	2	10	3
CCN(c1cccc(C)c1)S(=O)(=O)c1cc2c3c(c1)CCC(=O)N3CCC2	0.7	-2	6	-7	-6	16	-23	0
CCCCN(CC(=O)NCCOC)C(=O)Cn1nnc2ccccc21	-0.3	-6	-8	1	6	-1	-15	-10

structure	MPTP inh	GRIN3A LBD mod	ATG4B inh	PfG6PD inh	SENP7 inh	SENP8 inh	SENP6 inh	HKDC1 inh
COc1ccc(N(CC(=O)Nc2ccc(OC)c(OC)c2)S(=O)(=O)c2ccccc2)cc1Cl	-1.9	-1	-12	10	-6	13	-12	-3
CCN(CC(=O)Nc1ccc(OC)cc1)C(=O)c1ccc(Cl)c(S(=O)(=O)N2CCCC2)c1	0.2	-1	-10	-2	-1	3	0	-1
O=[N+]([O-])/C=C\c1ccc(N2CCCC2)c(F)c1	0.0	2	-2	19	nt	16	nt	16
O=C(c1cc(-c2ccccc2Cl)nc2ccccc12)N1CCN(c2ccccc2O)CC1	-0.8	-4	11	12	-11	16	-12	3
CCC(C)Sc1ccc([C@@H]2[C@H]3C(=O)N(C)C(=O)[C@H]3[C@]3(C(=O)OC)CCCN23)cc1 (stereo partly drawn)	0.6	2	-5	-1	-3	-7	-11	-2
CCN(CC)CCSc1nnc2c3ccccc3n(Cc3ccccc3)c2n1	1.6	0	-7	-12	-4	-5	-20	-3
CC(=O)c1ccc(NC(=O)c2ccc(COc3ccccc3[N+](=O)[O-])o2)cc1	-1.6	13*	2	21	-14	10	-25	-3
CC(=O)c1cccc(NC(=O)c2ccncc2)c1	-0.5	0	-3	4	9	17	6	-9
N#CC1(NC(=O)COC(=O)c2cc(=O)[nH]c3ccccc23)CCCCC1	0.3	-2	2	-12	-3	-264	-8	-2
O=C(N/N=C/c1ccc(F)c(F)c1)c1cc2c(s1)-c1ccccc1CC2	0.6	27*	-6	3	-4	-416	-11	8
Cc1nn(C(C)C(=O)NCc2ccco2)c(=O)c2nn(-c3ccccc3)c(C)c12 (stereo not drawn)	-1.0	3	-2	-7	13	13	-12	-4
COc1ccc(NCc2nn(CC(=O)c3ccc(Br)cc3)c3[n+]2CCCCC3)cc1	0.5	-1	1	24	9	16	18	-5
COc1ccc(CNC(=O)CCS(=O)(=O)c2ccc3c(c2)CC(C)N3C(=O)C2CC2)cc1 (stereo not drawn)	-0.9	-5	-3	-7	6	0	-7	-7
COC(=O)c1cn(C(=O)c2ccccc2F)nc1N	-2.6	0	-8	-3	2	7	7	-8
O=[N+]([O-])c1ccc(Cc2nnc(-c3ccc(F)cc3)o2)cc1	0.4	0	1	1	-1	17	3	-6
CC(C)(CNC(=O)C1CCCC1)CNC(=O)C1CCCC1	1.4	-2	-7	-3	-3	16	-3	-3
O=C(N/N=C/c1ccccc1C(=O)O)c1cccc(S(=O)(=O)N2CCCCC2)c1	-1.5	-2	-5	-14	8	4	-10	-5
Cc1sc2ncnc(N3CCC(C(=O)N4CC(C)SC4=Nc4ccc(Cl)cc4)CC3)c2c1C (stereo not drawn)	1.1	5	11	4	nt	16	nt	6
O=C(NN=C1CCN(Cc2ccccc2)CC1)C(O)c1ccccc1 (stereo not drawn)	-1.3	-1	-1	2	5	6	5	-14
COc1ccc(S(=O)(=O)NCC2CCCN(Cc3cccc(C(C)=O)c3)C2)cc1 (stereo not drawn)	0.5	-3	-5	-11	14	15	6	0
CNc1ncc(C(=O)c2ccc(-c3ccccc3)cc2)s1	1.8	2	-4	-1	45	-47	27	-2
Cc1csc(SCCN2C(=O)c3ccccc3C2=O)n1	-0.3	1	-3	7	1	14	-2	-7
Cc1nc([N+](=O)[O-])c(Br)n1CC(=O)c1ccc2ccccc2c1	0.8	-7	9	0	-4	14	-4	46*
c1c2c(cc3sc(N4CCOCC4)nc13)OCCO2	0.6	0	-13	11	94*	11	94*	5
Cn1cnnc1SCC(=O)N/N=C/c1ccc(OCC(N)=O)cc1	0.9	2	-12	2	-10	7	-6	2

structure	MPTP inh	GRIN3A LBD mod	ATG4B inh	PfG6PD inh	SENP7 inh	SENP8 inh	SENP6 inh	HKDC1 inh
COc1ccc(C)cc1NC(=O)NC1CCCCCCC1	0.5	-9	-1	23	6	2	-15	5
COc1cc(OC)c2cc(C(=O)N/N=C/c3cccc(OC)c3O)[nH]c2c1	17	-15	-14	-7	6	-445	-12	-8
O=c1[nH]nc(SCc2ccccc2)n1C1CC2C=CC1C2 (stereo not drawn)	4.3	-5	7	-19	5	9	-22	0
COc1ccc2nc(NC(=O)c3ccc(F)cc3)sc2c1	2.6	10*	3	10	90*	-237	64*	-3
